Compound activity deposited in PubChem by Broad Institute.
Cneo AK release = Cryptococcus neoformans cell lysis inducers, primary screen, AK release luminescence, single concentration; 360,000 tested, 0.2% active; C. neoformans lysis, adenylate kinase release luminescence, 4 h; normalised: neutral wells 0, clomiphene wells 100; lysis activity, % at 15 µM;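 active means mean lysis activity across replicates of at least 80%, whatever share of replicates individually reach that level; inactive means mean lysis activity below 80%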
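Material: C. neoformans cells; Schedule: 4 h static compound exposure, 37 °C, read 1 h post-reagent; Measured by: adenylate kinase release luminescence; Read-out: signal increase indicating cell lysis; Controls: Clomiphene as positive lysis control.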
SIRT5 block = SIRT5 desuccinylase inhibitors, primary screen, biochemical, fluorescence imaging, single point, set 5; Purified SirT5, succinyl-peptide AMC, trypsin-coupled fluorescence; inhibition, % at 15 µM; 330,000 tested, 1.1% active; NAD-dependent protein deacylase sirtuin-5, mitochondrial (Homo sapiens), Q9NXA8; AID 652115, 2013; in the data active means inhibition above about 15%
Target sequence (Q9NXA8 whole entry, looked up): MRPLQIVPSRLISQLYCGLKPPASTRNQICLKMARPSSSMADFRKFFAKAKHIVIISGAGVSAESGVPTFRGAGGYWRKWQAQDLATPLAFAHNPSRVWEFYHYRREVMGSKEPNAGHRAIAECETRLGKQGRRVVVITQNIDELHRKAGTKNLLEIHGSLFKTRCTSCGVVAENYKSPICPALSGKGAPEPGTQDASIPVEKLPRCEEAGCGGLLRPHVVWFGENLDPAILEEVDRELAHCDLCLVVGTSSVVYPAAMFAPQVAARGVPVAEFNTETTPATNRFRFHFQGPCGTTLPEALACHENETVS
S100A4 MyoIIA = inhibitors of S100A4-myosin IIA peptide binding, primary screen, biochemical, fluorescence polarization, TAMRA-MyoIIA peptide; inhibition, % at 10.7 µM; 360,000 tested, 0.14% active;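 active means mean inhibition of at least 70% across replicates, with every replicate also reaching that level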
Target sequence (P26447 whole entry, looked up): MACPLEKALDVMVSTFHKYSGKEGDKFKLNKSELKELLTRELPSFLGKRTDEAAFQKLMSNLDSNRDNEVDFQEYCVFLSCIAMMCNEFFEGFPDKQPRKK
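Material: S100A4 monomer protein / Buffer or medium: 50 mM HEPES pH 7.2, 10 mM CaCl2, 100 mM KCl / Times: 5 min incubation before reading / Benchmarks: neutral control DMSO, positive control TFP / Reagent: labelled myosin peptide probe, 5 nM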
Statin myotox sup = suppressors of statin myotoxicity in C2C12 myotubes, primary screen, cell-based, single point, plate reader; C2C12 myotubes + simvastatin, ATP luminescence, 48 h; scaled: DMSO 0, geranylgeraniol control 100; 330,000 tested, 0.78% active; AID 602340, 2012; rescue of ATP level, % at 7.49 µM;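 active means mean ATP rescue above about 67%, or every replicate alone reaching that limit, limit read from the data, passing the limit was not always enough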;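 further: myotubes were challenged with 10 µM simvastatin during compound exposure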
LGR2 antag = inhibitors of bursicon-induced LGR2 CRE-luciferase signal, primary screen, cell-based, HEK293, CRE-luciferase reporter, bursicon stimulation | Drosophila bursicon receptor LGR2 (rickets) | bursicon-stimulated, 4 h | inhibition, % at 9.99 µM | 380,000 tested, 0.35% active | AID 720647, 2013;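 active means drop in luminescence signal, shown as inhibition above about 50% in the replicate tests, limit read from the data, passing the limit was not always enough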;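 further: agonist challenge used bursicon conditioned medium at about half maximal strength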
PGC1a acetyl inh = inhibitors of PGC1a acetylation signal, primary screen, cell-based, U2OS, AlphaScreen, inhibitor mode. AlphaScreen anti-acetyl-lysine; with virally co-expressed GCN5 acetyltransferase. 350,000 tested, 0.17% active. inhibition, % at 15.6 µM. AID 651687, 2012;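 active means every replicate shows inhibition of at least 40%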;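 further: 0% = neutral control wells and 100% = positive control wells; some results beyond the cut were filed as inactive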
ERAP1 inh = human ERAP1 aminopeptidase inhibitors, primary screen, biochemical, single point, plate reader | inhibition, % at 10.7 µM | recombinant ERAP1, Leu-AMC fluorescence, 60 min | 340,000 tested, 0.15% active | AID 652197, 2013;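 active means mean replicate inhibition of at least 30%, or all replicates individually reaching that 30% level; inactive means mean below 30% and not every replicate reaching it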;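 further: 0% = neutral control wells and 100% = L-leucinethiol positive control wells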
Xi reactivation = activators of inactive X chromosome reactivation, primary screen, imaging, XiGFP fibroblasts, GFP high-content imaging, set 2; XiGFP mouse fibroblasts, % GFP-positive cells imaging, 3 d; cells co-treated with 5-aza-dC sensitizer; scaled so ellipticine positive control = 100%; activation, % at 7.58 µM; 360,000 tested, 0.055% active;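 active means mean normalized replicate activation at least 10% and every replicate at or above 10%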;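 further: 0% = median of on-plate neutral control wells and 100% = ellipticine 6 µM median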
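Material: XiGFP fibroblasts, SV40-immortalized; Buffer or medium: DMEM containing 5-aza-dC; Compound dosing: single point; Times: 3 days compound exposure.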
* marks the source's active call; other numbers are inactive results; x = no result given. Some of the compounds tested (hit frequency here may not be typical).

A first look (2 entries):
(1) CCC(=O)N(C)C[C@@H]1Oc2cc(C3=CCCCC3)ccc2S(=O)(=O)N([C@@H](C)CO)C[C@H]1C
(2) O=C(COc1ccccc1)Nc1ncccn1

Compound	1	2
Cneo AK release	x	1
SIRT5 block	x	x
S100A4 MyoIIA	x	x
Statin myotox sup	-24	-34
LGR2 antag	5	-3
PGC1a acetyl inh	-1	-2
ERAP1 inh	x	x
Xi reactivation	-0.6	x

The listing, previewed entries included:
(1) CCC(=O)N(C)C[C@@H]1Oc2cc(C3=CCCCC3)ccc2S(=O)(=O)N([C@@H](C)CO)C[C@H]1C
(2) O=C(COc1ccccc1)Nc1ncccn1
(3) Cc1ccccc1S(=O)(=O)N1C[C@H](O)COC[C@@H]2O[C@H](CC(=O)N3CCCCC3)CC[C@H]21
(4) CCC(=O)N(C)C[C@@H]1Oc2cc(-c3ccccc3C)ccc2S(=O)(=O)N([C@H](C)CO)C[C@@H]1C
(5) OCCC1CN(C2CCN(c3ccccc3F)CC2)CCN1Cc1ccccc1 (stereo unspecified)
(6) C[C@H](CO)N1C[C@H](C)[C@@H](CN(C)C(=O)CCC(F)(F)F)OCCCC[C@H](C)Oc2ccc(NC(=O)c3ccncc3)cc2C1=O
(7) CCCc1ccc(C(=O)NNc2cc(Cl)ccc2Cl)cc1
(8) Cc1ccc(CNS(=O)(=O)c2cc3c(cc2C)N(C)CCO3)cc1

Compound	1	2	3	4	5	6	7	8
Cneo AK release	x	1	-2	0	x	31	15	0
SIRT5 block	x	x	-6	-3	-2	x	2	2
S100A4 MyoIIA	x	x	-21	12	-5	x	7	13
Statin myotox sup	-24	-34	15	-1	11	x	6	6
LGR2 antag	5	-3	-5	-5	12	9	-2	0
PGC1a acetyl inh	-1	-2	-5	4	8	-8	2	-8
ERAP1 inh	x	x	2	-2	6	x	x	1
Xi reactivation	-0.6	x	0.2	0.3	-0.1	-1.0	0.5	0.0

Sorted by the number under ERAP1 inh (rising): some entries from above
# | smiles | ERAP1 inh
4 | CCC(=O)N(C)C[C@@H]1Oc2cc(-c3ccccc3C)ccc2S(=O)(=O)N([C@H](C)CO)C[C@@H]1C | -2
8 | Cc1ccc(CNS(=O)(=O)c2cc3c(cc2C)N(C)CCO3)cc1 | 1
3 | Cc1ccccc1S(=O)(=O)N1C[C@H](O)COC[C@@H]2O[C@H](CC(=O)N3CCCCC3)CC[C@H]21 | 2
5 | OCCC1CN(C2CCN(c3ccccc3F)CC2)CCN1Cc1ccccc1 (stereo unspecified) | 6

Following part:
(9) CN(C)S(=O)(=O)NCC1CCCN(Cc2ccc(-c3ccccc3)cc2)C1 (stereo unspecified)
(10) OC[C@H]1[C@H](c2ccc(/C=C/c3ccccc3)cc2)[C@@H]2CN(Cc3cccnc3)CCCCN12
(11) O=C(NCc1ccncc1)C1CCN(S(=O)(=O)c2ccccc2)CC1
(12) Cc1ccc(Cl)c2c(N=Nc3ccccc3)c(O)[nH]c12
(13) O=C(NCc1cnn(-c2ccc(F)cc2)c1)C1CCC(=O)N(C2CC2)C1 (stereo unspecified)
(14) O=C1c2ccccc2C(=O)N1CC(O)COCc1ccccc1 (stereo unspecified)
(15) CN(CCOc1ccccc1)C(=O)c1cc(S(=O)(=O)N2CCCCC2)ccc1Cl
(16) COc1ccc2c(c1)CCC(=O)[C@H](O)C[C@H](c1ccccc1)OC2=O

Compound	9	10	11	12	13	14	15	16
Cneo AK release	3	2	x	-1	6	4	4	x
SIRT5 block	0	-1	5	x	0	x	-3	-7
S100A4 MyoIIA	-26	2	-2	1	12	x	-3	1
Statin myotox sup	9	26	x	-18	-2	1	-11	x
LGR2 antag	-1	-5	12	-29	-8	0	-15	13
PGC1a acetyl inh	8	-4	x	14	x	5	-8	x
ERAP1 inh	x	0	0	-1	2	x	0	-7
Xi reactivation	0.1	0.0	-0.7	27*	-0.1	x	1.0	-0.1

(17) CCc1nc2nc(C)c(NS(=O)(=O)c3cccs3)c(=O)n2[nH]1
(18) Cc1c(C)c(C)c2[nH]c(=S)[nH]c2c1C
(19) CC(C)NC(=O)Nc1ccc2c(c1)C(=O)N([C@@H](C)CO)C[C@@H](C)[C@H](CN(C)C)O2
(20) CN(C)S(=O)(=O)c1ccc(C(=O)NCCN2C(=O)S/C(=C\c3cccnc3)C2=O)cc1
(21) O=C(C[C@H]1CC[C@H](NC(=O)C2CCOCC2)[C@@H](CO)O1)Nc1ccccc1
(22) COc1ccc(NC(=O)N[C@H]2CC[C@H](CCn3cc(-c4ccc(F)cc4)nn3)O[C@H]2CO)cc1
(23) O=C(Cn1cc(-c2ccccn2)nn1)NS(=O)(=O)c1cccc(OC(F)F)c1
(24) C=CCNc1oc(-c2ccc(OC)cc2)nc1C#N

Compound	17	18	19	20	21	22	23	24
Cneo AK release	2	0	0	x	x	1	4	-5
SIRT5 block	4	-3	-6	-2	-2	2	-4	x
S100A4 MyoIIA	-1	3	-6	-1	-2	-2	-1	x
Statin myotox sup	20	x	8	x	x	7	6	-4
LGR2 antag	6	2	21	-8	10	-4	8	-44
PGC1a acetyl inh	x	3	1	x	5	-10	17	-1
ERAP1 inh	1	2	-2	1	-4	-5	0	x
Xi reactivation	0.0	0.0	0.3	0.0	0.0	0.0	0.0	x

(25) CCN(CC)CCCN(C(=O)c1ccc(F)cc1)c1nc(-c2ccc(OC)cc2)cs1
(26) O=C(O)CCCC(=O)Nc1nncs1
(27) COCCN1CCN(Cc2nc(C3(c4ccc(C)cc4)CCCC3)no2)CC1
(28) Cc1ccc(S(=O)(=O)Nc2ccc3c(c2)CC(=O)N([C@H](C)CO)C[C@H](C)[C@@H](CN(C)Cc2ccc4c(c2)OCO4)O3)cc1
(29) Cc1ccc(S(=O)(=O)Oc2ccc(/C=N/N=C3/NC(=O)C(CC(=O)O)S3)cc2)cc1 (stereo unspecified)
(30) COc1ccccc1OCC(=O)Nc1ccc(N2CCOCC2)cc1N1CCOCC1
(31) C[C@H]1CCCCO[C@@H](CN(C)Cc2ccc(C(F)(F)F)cc2)[C@@H](C)CN([C@@H](C)CO)C(=O)c2cc(NS(=O)(=O)c3cccs3)ccc2O1
(32) Cc1cc(NC(=O)CSc2nc3c(c(=O)n(C)c(=O)n3C)n2C(C)C)no1

Compound	25	26	27	28	29	30	31	32
Cneo AK release	-4	0	0	2	x	0	1	4
SIRT5 block	-5	-1	3	11	28*	-1	14	-3
S100A4 MyoIIA	4	-5	7	-16	-2	-6	23	-2
Statin myotox sup	-4	x	1	76*	x	-3	-5	15
LGR2 antag	4	-2	6	-29	-2	-14	2	6
PGC1a acetyl inh	x	x	x	-13	9	-10	-6	-3
ERAP1 inh	3	-1	0	0	10	0	-2	-4
Xi reactivation	0.0	0.4	0.0	0.1	0.0	0.0	-0.7	x

Two compounds drawn at random from the list so far, as already listed:
(31) C[C@H]1CCCCO[C@@H](CN(C)Cc2ccc(C(F)(F)F)cc2)[C@@H](C)CN([C@@H](C)CO)C(=O)c2cc(NS(=O)(=O)c3cccs3)ccc2O1
(26) O=C(O)CCCC(=O)Nc1nncs1

Compound	31	26
Cneo AK release	1	0
SIRT5 block	14	-1
S100A4 MyoIIA	23	-5
Statin myotox sup	-5	x
LGR2 antag	2	-2
PGC1a acetyl inh	-6	x
ERAP1 inh	-2	-1
Xi reactivation	-0.7	0.4

Remaining list, next part
(33) COc1ccc2c(c1OC)C(=O)OC2N1C(=O)CC[C@H]1C(=O)NCC1CCCO1 (stereo partly specified)
(34) Cn1nccc1C(=O)N1CCN(C23CC4CC(CC(C4)C2)C3)CC1
(35) COc1ccccc1N1CCN(C(=O)c2ccc3c(=O)n(Cc4ccco4)c(=S)[nH]c3c2)CC1
(36) O=S(=O)(N[C@H]1CC[C@H](CCn2cc(-c3ccccc3F)nn2)O[C@@H]1CO)c1ccc(Cl)cc1
(37) CO[C@@H]1CN(C)C(=O)c2ccc(NC(C)=O)cc2OC[C@H](C)N(C(=O)c2ccncc2)C[C@@H]1C
(38) COCC#Cc1ccc([C@@H]2[C@@H](CO)N3CCCCN(C(=O)NC4CCCC4)C[C@H]23)cc1
(39) CC(=O)Nc1ccc(N2CCOCC2)c([N+](=O)[O-])c1
(40) CC1(c2nnc(Cc3ccccc3)o2)CC(c2ccccc2F)=NO1 (stereo unspecified)

Compound	33	34	35	36	37	38	39	40
Cneo AK release	4	1	x	-3	-7	3	x	-2
SIRT5 block	x	-5	2	1	7	1	-1	0
S100A4 MyoIIA	-3	-1	0	9	-1	-10	-2	1
Statin myotox sup	2	x	4	11	12	10	x	1
LGR2 antag	x	-3	-7	29	16	6	-23	-2
PGC1a acetyl inh	-8	1	8	-25	2	-5	1	14
ERAP1 inh	0	3	3	0	2	0	8	-1
Xi reactivation	x	-0.1	x	0.3	0.1	0.0	0.1	-0.2

(41) O=C(NCC(c1ccco1)N1CCOCC1)c1cccc(Cl)c1 (stereo unspecified)
(42) CCOC(=O)c1c(NC(=S)Nc2ccccc2C)sc2c1CCC2
(43) O=C1NC(=O)/C(=C/c2ccccc2OCc2ccccc2)S1
(44) N#Cc1sc(C(N)=O)c(-c2ccccc2)c1-c1ccccc1
(45) CS(=O)(=O)N1CCCCC1c1cc(C(=O)NCc2ccc(Cl)c(Cl)c2)no1 (stereo unspecified)
(46) Cn1c(N)c(C(=O)COC(=O)C2CC(O)CN2S(=O)(=O)c2ccc(Cl)cc2)c(=O)n(C)c1=O (stereo unspecified)
(47) CC1(C)CC(=O)C(CC(=O)Nc2cc(C(F)(F)F)ccc2Cl)C(=O)C1
(48) COc1ccc(C(=O)O)cc1S(=O)(=O)N(CCc1ccccc1)Cc1ccccc1

Compound	41	42	43	44	45	46	47	48
Cneo AK release	-1	x	-5	x	21	-1	x	0
SIRT5 block	0	23*	-1	0	-19	-1	-3	1
S100A4 MyoIIA	2	-1	-1	-13	2	3	1	-8
Statin myotox sup	4	x	-10	x	17	-6	x	12
LGR2 antag	-5	4	-3	-5	10	3	x	2
PGC1a acetyl inh	8	3	0	x	x	0	x	14
ERAP1 inh	4	-3	2	x	-2	-2	-1	-2
Xi reactivation	0.0	0.0	0.0	0.2	0.0	-0.1	0.0	0.1

(49) CCCNC(=O)C1(C)CCCN(Cc2ccccc2F)C1 (stereo unspecified)
(50) CCCCC(=O)NC(c1ccc(Cl)cc1Cl)c1ccc2cccnc2c1O (stereo unspecified)
(51) O=C(NCc1ccncc1)c1ccc(NS(=O)(=O)c2cccc([N+](=O)[O-])c2)cc1
(52) CC(C)CC(=O)Nc1ccccc1N1CCN(c2ccccc2)CC1
(53) Cc1cccc(NC(=O)C2(C)CC3c4ccccc4C2c2ccccc23)c1 (stereo unspecified)
(54) O=[N+]([O-])c1ccc(Cl)cc1C=NNc1ccccn1
(55) Nc1ccccc1C(=O)Nc1cccc2ccccc12
(56) CCC(C)NS(=O)(=O)c1ccc(NC(C)=O)cc1 (stereo unspecified)

Compound	49	50	51	52	53	54	55	56
Cneo AK release	0	10	-1	x	0	-2	1	0
SIRT5 block	-3	5	8	-1	x	-2	-2	-1
S100A4 MyoIIA	-2	-2	-1	24	x	-10	-1	-2
Statin myotox sup	5	3	-2	x	11	28	17	-5
LGR2 antag	0	11	-19	6	-14	14	-5	2
PGC1a acetyl inh	-10	x	-1	-11	-13	1	x	16
ERAP1 inh	2	-2	-1	0	x	-3	4	0
Xi reactivation	0.1	0.2	0.0	0.0	x	0.0	0.0	x
